TRPC4 agonist: activators of mouse TRPC4 channel, primary screen, Fluo4 calcium, HEK293 TRPC4beta/mu-opioid cells. hit rate 0.49% among 310,000. Short transient receptor potential channel 4 (Mus musculus), Q9QUQ5. Fluo4 calcium fluorescence; hits give high values. B-score at 10 µM;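 active means B-score above 5 SD of library B-scores, and initial fluorescence ratio not above library mean plus 5 SD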;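 further: positive B-score marks a calcium rise read as TRPC4 activation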
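Material: TRPC4beta and mu-opioid receptor HEK293 stable cells | Incubation: 45 min room-temperature Fluo4 loading, 110 s read | Detection: Kinetic Fluo4 calcium fluorescence | Measure: Integrated baseline-normalised fluorescence ratio, converted to per-well B score | Benchmarks: Low control buffer alone, high control maximal DAMGO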
DYRK1A inh: rat Dyrk1A kinase inhibitors, primary screen, biochemical, single point, plate reader | ADP-Glo luminescence, NFATc1 peptide | AID 504441, 2011 | hit rate 0.43% among 310,000 | Dual specificity tyrosine-phosphorylation-regulated kinase 1A (Rattus norvegicus), Q63470 | inhibition, % at 12.5 µM; in the data active means inhibition above about 50%;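 further: plate controls were vehicle with enzyme for no effect and no enzyme for full effect; many of its hits are not listed in these tables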
KCNQ1 block: inhibitors of human KCNQ1 channel, primary screen, cell-based, thallium flux, high-throughput; AID 2642, 2010; B-score at 10 µM; CHO-K1 KCNQ1, FluxOR thallium flux fluorescence; hits give high values; hit rate 1.3% among 310,000; Potassium voltage-gated channel subfamily KQT member 1 (Homo sapiens), P51787;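 active means compounds whose thallium flux B-score, printed positive for inhibition, exceeds three library SD while starting fluorescence stays within three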;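 further: channel opened by potassium depolarization with thallium stimulus after 20 min compound exposure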
hERG protect: hERG rescue from dofetilide block, primary screen, cell-based, CHO-hERG, FluxOR thallium flux, dofetilide IC70. Voltage-gated inwardly rectifying potassium channel KCNH2 (Homo sapiens), Q12809. dofetilide IC70 present. activation (rescue from dofetilide block), less the hit threshold, % at 10 µM. hit rate 0.51% among 310,000;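 active means activation above the mean of controls blocked by dofetilide plus 5 SD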;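 further: thallium influx through hERG after potassium depolarization seen as dye fluorescence rise; in these data hits start at about 4.7%; inactives centre near -7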
PolyA inhibitor: polyadenylation inhibitors in yeast reporter cells, primary screen, luminescence, S. cerevisiae; S. cerevisiae SKY197-pL101 polyadenylation reporter, beta-gal luminescence; efflux-impaired pdr1/pdr3 knockout yeast; score 100 = 6 SD above DMSO; calls only at 12 µM; hit rate 0.02% among 300,000; AID 1875, 2009;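 active means lowest replicate activity score at least 50, where 100 means six control SD above control mean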;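 further: yeast exposed to compound for 9 h at 30 °C; higher score means more reporter readthrough which indicates perturbed polyadenylation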
KCNQ1 pot: potentiators or activators of KCNQ1 channel, primary screen, cell-based, thallium flux, high-throughput; B-score at 10 µM; Potassium voltage-gated channel subfamily KQT member 1 (Homo sapiens), P51787; hit rate 0.35% among 310,000; CHO-K1 KCNQ1, thallium flux FluxOR fluorescence; hits give high values;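 active means fluorescence ratio B-score, a plate-corrected score, at least three library SD, with initial intensity B-score within 5 SD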
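Assay system: CHO-K1 cells stably expressing KCNQ1. Medium: assay buffer for compound exposure, DMSO matched across wells. Timing: 37 °C overnight plating, 90-min dark dye load, 20-min compound pretreatment. Signal: kinetic FluxOR fluorescence, 10 s baseline plus 110 s post-stimulus.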
TRPC4 PAM: positive allosteric modulators of TRPC4, primary screen, cell-based, mouse TRPC4beta, HEK293 mu-opioid, Fluo-4 calcium | hit rate 0.42% among 310,000 | Short transient receptor potential channel 4 (Mus musculus), Q9QUQ5 | B-score at 10 µM | AID 2227, 2009 | DAMGO EC20, Fluo-4 Ca2+ flux; hits give high values;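 active means B-score of calcium response area above 5 SD of library B-scores, with initial fluorescence ratio within 5 SD of library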;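 further: B-score of integrated fluorescence ratio over time as area under calcium response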
Platelet DG rel: inhibitors of platelet dense granule secretion, primary screen, cell-based, MLPCN, human platelets; human platelet-rich plasma, SFLLRN dense granule ATP release, luminescence; inhibition, %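 (compounds screened at 7.5 µM in platelet-rich plasma)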; hit rate 0.22% among 300,000; AID 1663, 2009;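 active means mean replicate score, as percent of positive control, at or above 50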
KCNK9 block: KCNK9 potassium channel inhibitors, primary screen, HEK293 cells, thallium flux; FluxOR thallium flux fluorescence; hits give low values; B-score at 10 µM; hit rate 1.2% among 310,000; AID 488922, 2010;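 active means ratio B-score over 3 SD below the library mean, with starting fluorescence within 5 SD of its mean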;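 further: negative B-score means less thallium flux so channel inhibition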
Target sequence (Q9NPC2 whole entry, looked up): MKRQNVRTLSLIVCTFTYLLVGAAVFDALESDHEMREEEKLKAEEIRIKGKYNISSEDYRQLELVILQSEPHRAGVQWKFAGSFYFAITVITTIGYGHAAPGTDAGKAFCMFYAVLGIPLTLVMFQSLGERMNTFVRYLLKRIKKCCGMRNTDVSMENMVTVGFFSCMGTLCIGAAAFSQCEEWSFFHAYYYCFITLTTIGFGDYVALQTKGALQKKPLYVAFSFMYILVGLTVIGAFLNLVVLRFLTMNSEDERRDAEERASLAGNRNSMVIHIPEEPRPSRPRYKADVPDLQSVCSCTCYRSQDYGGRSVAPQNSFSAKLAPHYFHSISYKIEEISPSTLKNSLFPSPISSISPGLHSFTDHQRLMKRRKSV
TRPC4 block: inhibitors of mouse TRPC4 channel, primary screen, Fluo4 calcium, HEK293 TRPC4beta/mu-opioid cells. DAMGO-evoked Fluo4 calcium flux; hits give low values. Short transient receptor potential channel 4 (Mus musculus), Q9QUQ5. hit rate 0.39% among 300,000. B-score at 10 µM;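 active means B-score over 3 SD under the library average, no early fluorescence shift, positive overall ratio signal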
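Assay system: TRPC4beta/mu-opioid receptor HEK293 cell line; compound dosing: single concentration per test compound; detection: Fluo4 Ca2+ flux fluorescence; evaluation: per-well B score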
KCNK3 inh: human KCNK3 channel inhibitors, primary screen, CHO cells, FluxOR thallium flux, B-score. Potassium channel subfamily K member 3 (Homo sapiens), O14649. FluxOR fluorescence; hits give low values. B-score at 10 µM. hit rate 0.84% among 340,000. AID 602410, 2012;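 active means B-score under library mean minus 4 SD, starting fluorescence ratio at most library mean plus 5 SD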;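 further: more negative B-score means stronger inhibition of thallium flux through KCNK3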
Target sequence (O14649 whole entry, looked up): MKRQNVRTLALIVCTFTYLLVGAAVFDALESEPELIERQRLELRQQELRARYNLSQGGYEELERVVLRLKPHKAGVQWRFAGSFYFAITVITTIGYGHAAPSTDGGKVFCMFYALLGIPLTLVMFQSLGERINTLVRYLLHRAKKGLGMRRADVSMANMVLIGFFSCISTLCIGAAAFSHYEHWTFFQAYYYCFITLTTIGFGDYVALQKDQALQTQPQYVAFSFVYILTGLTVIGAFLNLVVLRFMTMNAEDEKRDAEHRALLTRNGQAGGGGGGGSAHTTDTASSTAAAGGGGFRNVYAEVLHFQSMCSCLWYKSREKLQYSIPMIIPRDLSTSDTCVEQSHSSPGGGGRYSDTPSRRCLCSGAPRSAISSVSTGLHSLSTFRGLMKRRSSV
An asterisk follows results filed as active; i = inactive; · = not tested or not shown. A portion of the library; the hit share may differ from the screen's.

SMILES	TRPC4 agonist	DYRK1A inh	KCNQ1 block	hERG protect	PolyA inhibitor	KCNQ1 pot	TRPC4 PAM	Platelet DG rel	KCNK9 block	TRPC4 block	KCNK3 inh
Oc1ccc(/C=N/Nc2ccnc3cc(Cl)ccc23)cc1O	i	8	i	-17	i	i	i	8	i	i	i
CCOC(=O)C1=C(O)/C(=C/c2ccc(OCC(=O)Nc3ccc(C)cc3)cc2)N=C1C	i	-3	i	-10	i	i	i	1	i	i	i
CCN(CC)C(=O)CN1C(=O)C2(NC(=O)c3ccccc3N2)c2ccccc21 (stereo unspecified)	i	-1	i	-9	i	i	i	2	i	i	i
O=C(NCc1ccncc1)C(=O)NC1CC1	i	-5	i	0	i	i	i	6	i	i	i
O=C(C1Cc2ccccc2O1)N1CCCCC1 (stereo unspecified)	i	2	i	-2	i	i	i	4	i	i	i
O=C(COC(=O)c1ccc([N+](=O)[O-])s1)NC(=O)NCc1ccccc1	i	-3	i	-6	i	i	i	1	i	i	i
CCOC(=O)CN(C)C(=O)C1CCCN1C(=O)OC(C)(C)C (stereo unspecified)	i	0	i	-11	i	i	i	5	i	i	i
CCCOc1c(OC)cccc1C1CC(=O)Nc2cc3c(cc21)OCCO3 (stereo unspecified)	i	6	i	-7	i	i	i	-7	i	i	i
O=C(NCc1ccco1)C1CCN(S(=O)(=O)c2cccc([N+](=O)[O-])c2)CC1	i	2	i	3	i	i	i	0	i	i	i
COc1ccc2cc(Br)ccc2c1CC(=O)NCC1CCCO1 (stereo unspecified)	i	-2	i	-13	i	i	i	1	i	i	i
Cc1oc(-c2cccc(Cl)c2)nc1CN1CCC(C(=O)NCCCN2CC(C)CC(C)C2)CC1 (stereo unspecified)	i	·	i	-10	i	i	i	-3	i	i	i
COc1ccc(/C=C/C(=O)N2CCN(S(=O)(=O)/C=C/c3ccccc3)CC2)cc1OC	i	-4	i	-1	i	i	i	3	i	i	i
CCCOc1ccc(OCCSc2ncccn2)cc1	i	-4	i	-7	i	i	i	-3	i	i	i
COC(=O)c1ccc([C@H]2CC(=O)O2)cc1	i	6	i	1	i	i	i	0	i	i	i
CC(NC(=O)c1ccco1)C(c1cccs1)N1CCOCC1 (stereo unspecified)	i	-2	i	-9	i	i	i	3	i	i	i
Cc1nc2ccc([N+](=O)[O-])cc2c(=O)n1Cc1ccc(F)cc1	i	3	i	0	i	i	i	-14	i	i	i
O=C(NCCS(=O)(=O)N1CCc2ccccc2C1)c1ccccc1	i	-3	i	-12	i	i	i	-7	i	i	i
Cc1cc(SCC(=O)Nc2ccccc2C)nc(C)n1	i	-3	i	-10	i	i	i	-4	i	i	i
O=[N+]([O-])c1cccc(S(=O)(=O)NCCCN2CCOCC2)c1	i	-3	i	-5	i	i	i	-2	i	i	i
COC(=O)c1c(C)c(C)nc(N)c1C#N	i	5	i	-7	i	i	i	-7	i	i	i
CC(=O)N(Cc1ccc(Cl)cc1)c1cnccn1	i	4	i	-2	i	i	i	-5	i	i	i
CCCNC(=O)N1CCC(C(=O)c2ccc(F)cc2)CC1	i	-4	i	-6	i	i	i	1	i	i	i
O=C(CCCCC(=O)Nc1ccccc1)Nc1ccccc1	i	-1	i	-7	i	i	i	2	i	i	i
CN(Cc1ccccc1)C(=O)COC(=O)c1cc(Cl)nc(Cl)c1	i	·	i	-4	i	i	i	-6	i	i	i
CCOC(=O)c1sc2nc(C(C)C)c3c(c2c1N)CCC3	i	-1	i	-3	i	i	i	-3	i	i	i
Cc1ccc(C)c(CN2CCC(CNC(=O)Nc3ccc(F)c(Cl)c3)CC2)c1	i	0	7*	-17	i	i	i	·	i	i	i
CC(Oc1ccccc1F)C(=O)NN (stereo unspecified)	i	-6	i	-4	i	i	i	-34	i	i	i
Cn1c(=O)n(C)c2cc(S(=O)(=O)Nc3ccc(F)cc3)ccc21	i	-1	i	-10	i	i	i	13	i	i	i
CCN(C(=O)C1CCCO1)c1ccccc1 (stereo unspecified)	i	-1	i	-2	i	i	i	1	i	i	i
COc1cc(OC)cc(C(=O)Nc2ccc(-c3nc4ccccc4o3)cc2)c1	i	4	10*	-7	i	i	i	-5	i	i	i
COc1cc(/C=C(\C#N)C(=O)N2CCOCC2)cc(Br)c1O	i	11	i	-9	i	i	i	2	i	i	i
COc1ccc(C(CNC(=O)c2ccc(S(=O)(=O)N(C)C)cc2)N2CCCCC2)cc1 (stereo unspecified)	i	-2	i	-6	i	i	i	0	i	i	i
c1ccc(-c2noc(CN3CCc4sccc4C3)n2)cc1	i	0	i	-3	i	i	i	-3	i	i	i
CC/C(=N/Nc1cccc(C)c1)c1cnnc(SC)n1	i	-2	i	-15	i	i	i	-3	i	i	i
Cc1cc(C)n2ncc(/C(N)=N/OC(=O)c3ccccc3F)c2n1	i	2	i	-1	i	i	i	-3	i	i	i
Cc1ccc(C(=O)NNC(=O)c2ccco2)cc1	i	-3	i	-4	i	i	i	1	i	i	i
CCOC(=O)Nc1ccc2c(c1)OCO2	i	-2	i	-12	i	i	i	3	i	i	i
CCOC(=O)c1ccc(NC(=S)NC(=O)c2cncc(Br)c2)cc1	i	-3	i	-4	i	i	i	-5	i	i	i
COc1ccc(NC(=O)c2cccc(NS(=O)(=O)c3ccccc3)c2)cc1	i	-3	i	-6	i	i	i	2	i	i	i
Cc1cc(C)c2c(=O)[nH]c(SCC(=O)c3ccc(C)c(C)c3)nc2n1	i	0	i	-2	i	i	i	-2	i	i	i

Fetched one by one from the entries so far, four records:
SMILES	TRPC4 agonist	DYRK1A inh	KCNQ1 block	hERG protect	PolyA inhibitor	KCNQ1 pot	TRPC4 PAM	Platelet DG rel	KCNK9 block	TRPC4 block	KCNK3 inh
CCOC(=O)Nc1ccc2c(c1)OCO2	i	-2	i	-12	i	i	i	3	i	i	i
CC(Oc1ccccc1F)C(=O)NN (stereo unspecified)	i	-6	i	-4	i	i	i	-34	i	i	i
COc1ccc(C(CNC(=O)c2ccc(S(=O)(=O)N(C)C)cc2)N2CCCCC2)cc1 (stereo unspecified)	i	-2	i	-6	i	i	i	0	i	i	i
CCN(C(=O)C1CCCO1)c1ccccc1 (stereo unspecified)	i	-1	i	-2	i	i	i	1	i	i	i

The list continues.
SMILES	TRPC4 agonist	DYRK1A inh	KCNQ1 block	hERG protect	PolyA inhibitor	KCNQ1 pot	TRPC4 PAM	Platelet DG rel	KCNK9 block	TRPC4 block	KCNK3 inh
Cc1ccc(-n2nc3ccc(N)cc3n2)cc1Cl	i	0	i	-2	i	i	i	6	i	i	i
Cc1nnc(NC(=O)CSc2nc(C3CCCCC3)nc3ccccc23)s1	i	-2	i	-2	i	i	i	6	i	i	i
O=C(O)CC(NC(=O)CCC1CCCCC1)c1cc([N+](=O)[O-])ccc1Cl (stereo unspecified)	i	-5	i	-3	i	i	i	-2	i	i	i
O=C(O)CCCCCN1C(=O)c2ccc(C(=O)O)cc2C1=O	i	4	i	0	i	i	i	-7	i	i	i
O=C1c2ccc(Br)cc2C(=O)N1c1ccc(Cl)cn1	i	4	i	-13	i	i	i	0	i	i	i
Cc1ccccc1C(=O)NNc1ccc(-c2csnn2)cc1	i	·	i	-6	i	i	i	25	i	i	i
CC1(c2ccc(Cl)cc2)NC(=O)N(CN2CCOCC2)C1=O (stereo unspecified)	i	-4	i	-2	i	i	i	1	i	i	i
Cc1ccc(-n2nnc3c(=O)n(Cc4cc(C)ccc4C)cnc32)cc1	i	5	i	-4	i	i	i	-3	i	i	i
CC(C)(C)C(=O)Nc1c2c(nn1-c1ccccc1)CSC2	i	-6	i	-9	i	i	i	1	i	i	i
CCCCC(=O)N1C/C=C\[C@H](c2ccc(OC)cc2)N(Cc2ccc(F)cc2)C(=O)[C@@H]1C	i	2	i	-6	i	i	i	-3	i	·	i
Cc1ccccc1NC(=O)NCC1CCN(C(=O)OC(C)(C)C)CC1	i	·	i	-4	i	i	i	-18	i	i	i
O=C(c1cn(-c2ccccc2)nc1-c1cccs1)N1CCOCC1	i	3	i	-4	i	i	i	1	i	i	i
Cc1ccc(-c2cc(C(=O)NCCCN3CCOCC3)no2)cc1	i	2	i	-3	i	i	i	-2	i	i	i
COc1cccc(CN2CC(C(=O)NCc3ccc(Cl)s3)CCC2=O)c1 (stereo unspecified)	i	·	i	-10	i	i	i	5	i	i	i
CCN(c1ccccc1)S(=O)(=O)c1ccc(C(=O)Nc2nccs2)cc1	i	-4	i	-8	i	i	i	-4	i	i	i
O=C(NCCCN1CCCC1=O)c1ccc(NS(=O)(=O)c2ccccc2)cc1	i	7	i	-15	i	i	i	-2	i	i	i
Cc1cc(C)c(OCCCCN2CCNCC2)c(C)c1	i	5	i	-4	i	i	i	2	i	i	i
Cc1cccc(N2CCN(C(=O)CN3CCOc4ccccc43)CC2C)c1 (stereo unspecified)	i	-7	i	-2	i	i	i	5	i	i	i
Cc1cc(NC(=O)c2ccc(C)s2)n(-c2ccccc2)n1	i	3	i	-12	i	i	i	3	i	i	i
CC(C)CNS(=O)(=O)c1ccc(OCC(=O)Nc2ccc3c(c2)OCCO3)cc1	i	-4	i	-4	i	i	i	0	i	i	i
O=C(CSc1ncn[nH]1)NC12CC3CC(CC(C3)C1)C2	i	-6	i	-9	i	i	i	-11	i	i	i
C=CCn1c(SCc2cccc(C#N)c2)nnc1-c1ccccc1O	i	11	i	-5	i	i	i	12	i	i	i
CCC(=O)Nc1cccc(C(=O)/C=C/c2cc(Br)ccc2OC)c1	i	-3	i	-10	i	i	i	7	-10*	i	-9.3*
O=C(CNC(=O)c1ccccc1F)N/N=C\C=C\c1ccccc1	i	-7	i	-8	i	i	i	-7	i	i	i

High-throughput results as filed in PubChem.
